# Screening data (PubChem)
# Rev-RRE block = HIV-1 Rev-RRE binding inhibitors, primary screen, biochemical, FRET, protein-RNA interaction. 97,000 compounds, 0.79% hits. Rev peptide-RRE RNA binding. P05866. inhibition, % at 8 µM;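 active = inhibition above the screen-wide mean plus 3 SD, cut at about 35% in these data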;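 also: 0% = median DMSO wells and 100% = median Neomycin B control wells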
#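 Material: labelled RRE RNA duplex and labelled Rev peptide / Buffer or medium: HEPES pH 7.5 salt buffer with EDTA / Compound dosing: single point, 8 µM final nominal compound concentration / Benchmarks: DMSO low control, neomycin B high control / Timing: 5 min preincubation and 15 min binding, 25 °C / Technique: FRET fluorescence readout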
# PLK1 inh = human PLK1 kinase inhibitors, primary screen, biochemical, TR-FRET; 97,000 compounds, 0.53% hits; recombinant PLK1 kinase, TR-FRET peptide phosphorylation; Serine/threonine-protein kinase PLK1 (Homo sapiens), P53350; inhibition, % at 10 µM;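 active = inhibition of 50% or more in the single-concentration screen; inactive = inhibition below 50%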;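 also: 0% = DMSO max control and 100% = H-89 dihydrochloride min control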
# Target sequence (P53350 whole entry, looked up): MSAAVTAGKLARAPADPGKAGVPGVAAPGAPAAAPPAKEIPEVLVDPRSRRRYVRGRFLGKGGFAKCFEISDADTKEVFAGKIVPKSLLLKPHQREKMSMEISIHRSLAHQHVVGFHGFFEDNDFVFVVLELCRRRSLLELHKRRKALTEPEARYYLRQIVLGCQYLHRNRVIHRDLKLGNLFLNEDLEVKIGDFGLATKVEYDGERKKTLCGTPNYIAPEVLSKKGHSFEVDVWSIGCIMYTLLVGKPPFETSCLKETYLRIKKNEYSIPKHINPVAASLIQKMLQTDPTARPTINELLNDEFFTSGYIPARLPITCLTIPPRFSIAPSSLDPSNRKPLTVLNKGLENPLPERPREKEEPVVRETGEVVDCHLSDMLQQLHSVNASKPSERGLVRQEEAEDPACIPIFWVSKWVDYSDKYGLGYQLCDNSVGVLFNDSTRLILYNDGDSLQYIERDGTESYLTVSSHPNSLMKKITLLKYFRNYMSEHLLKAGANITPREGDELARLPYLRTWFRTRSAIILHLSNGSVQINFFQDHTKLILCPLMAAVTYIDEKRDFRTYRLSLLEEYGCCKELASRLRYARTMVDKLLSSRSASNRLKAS
# LYP inh 2 = PTPN22 phosphatase inhibitors, primary screen, biochemical, DiFMUP fluorescence, 2 µM; Tyrosine-protein phosphatase non-receptor type 22 (Homo sapiens), Q9Y2R2; recombinant LYP catalytic domain; inhibition, % at 2 µM; 96,000 compounds, 0.21% hits; AID 640, 2007;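 active = inhibition at 2 µM at or above a set limit, the screen mean plus 3 SD, cut at about 24% in these data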;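 also: 0% = DMSO with enzyme and 100% = enzyme fully blocked by orthovanadate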
# LYP act = LYP phosphatase activators, primary screen, biochemical, DiFMUP fluorescence, 2 µM; Tyrosine-protein phosphatase non-receptor type 22 (Homo sapiens), Q9Y2R2; recombinant LYP; 0 = plate median, 100 = signal doubled; activation, % at 2 µM; 96,000 compounds, 0.11% hits; AID 697, 2007;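 active = activation at 2 µM above a set limit, the mean plus 5 SD, cut at about 37% in these data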
# Candida biofilm = clotrimazole potentiators killing Candida biofilms, primary screen, with clotrimazole, Alamar Blue | C. albicans biofilm + clotrimazole | inhibition, % at 6 µM | 85,000 compounds, 0.14% hits | AID 834, 2007;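 active = inhibition above 20%; inactive = inhibition below 20%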;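 also: preformed 24 hr biofilms exposed to compound for 48 hr; 0% = biofilm without compound and 100% = blank killed by clotrimazole plus chlorhexidine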
# PLK1 PBD inh = Plk1 polo box domain binding inhibitors, primary screen, biochemical, fluorescence polarization | Serine/threonine-protein kinase PLK1 (Homo sapiens), P53350 | Plk1 PBD phosphopeptide binding | inhibition, %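 (tested at about 20 µM)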 | 97,000 compounds, 0.13% hits | AID 693, 2007; in the data active = inhibition above about 34%, passing the limit was not always enough
# EphB4 ephrin blk = EphB4-ephrin-B2 interaction antagonists, primary screen, biochemical, TNYL-RAW peptide probe, fluorescence polarization. Ephrin type-B receptor 4 (Homo sapiens), P54760. EphB4 LBD / TNYL-RAW-Alexa532 peptide. inhibition, % at 7 µM. 97,000 compounds, 0.15% hits;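 active = inhibition above the screen-wide mean inhibition plus 3 SD, cut at about 15% in these data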;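 also: 0% = DMSO wells and 100% = excess unlabeled TNYL-RAW peptide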
# CYP2C9 inh = blockers of cytochrome P450 2C9 activity – biochemical, luminescence, ADME assay, primary screen | CYP2C9 Supersomes, luciferin-H conversion | 96,000 compounds, 20% hits | inhibition, % at 5 µM | AID 777, 2007;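 active = blocking of liver enzyme CYP2C9 beyond about 50% at 5 µM, limit read from the data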; also: values of inactives mirror those of a sister screen read the other way
# Target sequence (P11712 whole entry, looked up): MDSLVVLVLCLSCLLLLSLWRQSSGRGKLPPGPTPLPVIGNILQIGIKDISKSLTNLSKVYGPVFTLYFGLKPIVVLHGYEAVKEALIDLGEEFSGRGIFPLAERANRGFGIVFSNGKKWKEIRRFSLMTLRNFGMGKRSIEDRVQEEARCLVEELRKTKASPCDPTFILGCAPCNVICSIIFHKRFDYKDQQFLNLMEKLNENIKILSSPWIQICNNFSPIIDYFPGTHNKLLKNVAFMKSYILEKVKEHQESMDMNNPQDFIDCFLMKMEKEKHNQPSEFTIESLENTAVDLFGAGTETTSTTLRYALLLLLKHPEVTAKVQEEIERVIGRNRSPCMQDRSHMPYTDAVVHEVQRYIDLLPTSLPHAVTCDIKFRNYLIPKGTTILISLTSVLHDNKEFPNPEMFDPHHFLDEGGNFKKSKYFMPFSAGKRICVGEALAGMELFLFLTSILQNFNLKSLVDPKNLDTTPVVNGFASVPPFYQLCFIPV
# CYP2C9 activ = human CYP2C9 activators, primary screen, biochemical, luminescence; Cytochrome P450 2C9 (Homo sapiens), P11712; recombinant CYP2C9, luciferin-H conversion; hits give high values; factor 1 = untreated enzyme, 0 = blocked; 96,000 compounds, 1.4% hits; activation factor at 5 µM;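 active = activation factor of 2 or more for CYP2C9 at a 5 µM dose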;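 also: 0 = sulfaphenazole-blocked wells and 1 = vehicle-only wells; values of inactives mirror those of a sister screen read the other way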
# Active calls of the source: *; . = not tested or not shown. An unsorted share of the library (roughly 20% active in at least one column).
SMILES,Rev-RRE block,PLK1 inh,LYP inh 2,LYP act,Candida biofilm,PLK1 PBD inh,EphB4 ephrin blk,CYP2C9 inh,CYP2C9 activ
OC12CCCCC1C(c1ccc3c(c1)OCO3)N(Cc1ccccc1F)CC2 (stereo not drawn),9,-3,-1,-1,2,-3,9,95*,0.1
N#CCC(CNc1ncc(C(F)(F)F)cc1Cl)OC(=O)c1ccc(Cl)cc1Cl (stereo not drawn),9,-11,-1,4,.,-19,-2,50*,0.5
CCOC(=O)N1CCN(c2c(N3CC=C(c4ccccc4)CC3)c(=O)c2=O)CC1,2,-15,-3,1,10,14,-3,15,0.8
CC1(C)CC(=NOC(=O)c2ccccc2)CC(C)(C)N1,1,-7,0,3,.,-2,-9,.,.
COc1cc(C(Nc2ccc3c(c2)OCO3)C(=O)NC2CCCCC2)cc(OC)c1OC (stereo not drawn),3,2,0,-4,1,-2,-2,28,0.7
Cc1ccc(Cl)cc1NC(=O)COC(=O)C1CCCCC1,4,-10,-6,5,.,-20,1,29,0.7
Cc1nc(CS(=O)c2ccccc2)cc(N2CCOCC2)n1 (stereo not drawn),0,-2,10,-8,.,16,-2,9,0.9
O=C(CN1CCCCC1)Nc1cccc(Oc2ccccc2)c1,9,-8,-2,2,.,-14,5,90*,0.1
Cc1csc(Sc2nc3c(c(=O)[nH]c(=O)n3C)n2CCCc2ccccc2)n1,7,-7,1,-4,.,0,2,8,0.9
CCn1nnc(NC(=O)c2ccc(-c3ccc(Cl)cc3)o2)n1,-3,-15,-2,0,5,13,1,12,0.9
COc1ccccc1NC(=O)CCN1CC(C)OC(C)C1 (stereo not drawn),4,-8,0,-1,6,-4,-6,.,.
CCOC(=O)c1ccc(NC(=O)Nc2c(C)nn(C)c2C)cc1,1,0,0,-4,5,-9,-3,7,0.9
CCOc1ccc(NC(=O)c2ccccc2NC(=O)CN2CCN(C(C)=O)CC2)cc1,3,10,-4,3,5,3,4,.,.
O=C(COC(=O)c1ccccc1C(=O)N1CCN(c2ccc(F)cc2)CC1)NCc1ccccc1,11,-26,-10,12,4,20,1,86*,0.1
O=c1cc(N2CCc3ccccc32)[nH]c(=O)n1-c1ccc(Br)cc1,4,-4,8,-9,-4,15,-8,-5,1
COc1ccccc1-c1ccc(=O)n(CC(=O)NCc2ccc3c(c2)OCO3)n1,3,-3,0,1,7,4,0,-38,1.4
O=c1c2ccccc2nc2n1C(CSc1ccc(Cl)cc1)CN2 (stereo not drawn),7,-1,0,4,.,24,-3,-2,1
CC(Oc1ccc(Cl)cc1Cl)C(=O)/C=C/N(C)C (stereo not drawn),-1,-3,-19,23,.,10,-5,23,0.8
O=S(=O)(Nc1ccc(Cc2ccncc2)cc1)c1ccc(Br)cc1,7,-7,1,1,.,31,-5,99*,0
Cc1csc(=NC(=O)c2ccccc2)n1Cc1ccco1,7,-3,5,-8,8,-9,3,37,0.6
COc1ccc(CNC(=O)c2ccc(N3CCCC3=O)cc2)cc1,-3,-16,-5,3,3,27,-9,2,1
CCCSc1nc2c(cnn2-c2ccc(C)cc2)c(=O)[nH]1,4,-3,-2,0,6,-5,1,18,0.8
CNc1oc(-c2ccc(Cl)cc2)nc1P(=O)(c1ccccc1)c1ccccc1,3,-5,9,-4,.,-30,-2,64*,0.4
CCN(CC)CCCN1C(=O)C(O)=C(C(=O)c2ccc(C)o2)C1c1ccco1 (stereo not drawn),2,0,10,-14,2,-5,-1,.,.
Cc1ccc(-c2nnc(N3CCN(C(=O)Cn4c(=O)n(C)c5ccccc54)CC3)c3ccccc23)cc1,6,-24,8,-6,11,3,-3,42,0.6

# Among those listed so far, these contain a furan ring, fused or not:
SMILES,Rev-RRE block,PLK1 inh,LYP inh 2,LYP act,Candida biofilm,PLK1 PBD inh,EphB4 ephrin blk,CYP2C9 inh,CYP2C9 activ
CCn1nnc(NC(=O)c2ccc(-c3ccc(Cl)cc3)o2)n1,-3,-15,-2,0,5,13,1,12,0.9
Cc1csc(=NC(=O)c2ccccc2)n1Cc1ccco1,7,-3,5,-8,8,-9,3,37,0.6
CCN(CC)CCCN1C(=O)C(O)=C(C(=O)c2ccc(C)o2)C1c1ccco1 (stereo not drawn),2,0,10,-14,2,-5,-1,.,.

# One compound at a time, from the list above. Values in the order: Rev-RRE block	PLK1 inh	LYP inh 2	LYP act	Candida biofilm	PLK1 PBD inh	EphB4 ephrin blk	CYP2C9 inh	CYP2C9 activ
# COc1ccc(CNC(=O)c2ccc(N3CCCC3=O)cc2)cc1 in the list: -3	-16	-5	3	3	27	-9	2	1
# O=c1cc(N2CCc3ccccc32)[nH]c(=O)n1-c1ccc(Br)cc1 in the list: 4	-4	8	-9	-4	15	-8	-5	1

# Ordered by the number under PLK1 inh (rising): three from the list above
Compound	Rev-RRE block	PLK1 inh	LYP inh 2	LYP act	PLK1 PBD inh	EphB4 ephrin blk	CYP2C9 inh	CYP2C9 activ
CCOC(=O)N1CCN(c2c(N3CC=C(c4ccccc4)CC3)c(=O)c2=O)CC1	2	-15	-3	1	14	-3	15	0.8
O=S(=O)(Nc1ccc(Cc2ccncc2)cc1)c1ccc(Br)cc1	7	-7	1	1	31	-5	99*	0
OC12CCCCC1C(c1ccc3c(c1)OCO3)N(Cc1ccccc1F)CC2 (stereo not drawn)	9	-3	-1	-1	-3	9	95*	0.1

# (next part)
SMILES,Rev-RRE block,PLK1 inh,LYP inh 2,LYP act,Candida biofilm,PLK1 PBD inh,EphB4 ephrin blk,CYP2C9 inh,CYP2C9 activ
COc1ccc(NC(=O)CSc2nc(C)cs2)cc1OC,1,-5,11,-10,-3,-11,2,43,0.6
O=C1CC(c2ccccc2)CN1C(=O)c1ccccc1 (stereo not drawn),-2,7,-3,4,3,-17,-5,-10,1.1
CCOc1nc(S(=O)(=O)c2ccc(C)cc2)c(Cl)s1,-2,-3,3,-6,6,13,2,-35,1.4
CCC1Oc2ccc(C)cc2N(CC(=O)NCc2ccccc2OC)C1=O (stereo not drawn),7,-7,6,-6,.,13,-2,-29,1.3
CCOC(=O)c1sc(=S)n(-c2ccc(F)c(F)c2)c1N,1,-7,4,-6,0,-8,-10,4,1
CCN(CCCNC(=O)CCCN1C(=O)COc2ccc(C)cc21)c1cccc(C)c1,-3,2,0,-1,3,-11,-3,58*,0.4
COc1cc(-c2nc3ccccn3c2/N=C/c2cc(OC)c(OC)c(OC)c2)ccc1O,1,-23,-3,6,.,-6,-2,.,.
CCC(=O)c1ccc(N2CCCCCC2)c(F)c1,13,-8,-12,9,9,7,-8,52*,0.5
CCCN(CCC)C(=O)Cc1coc2ccc3ccccc3c12,13,2,-13,14,5,-35,0,-93,1.9
COc1ccc(NC(=O)C2CCN(S(=O)(=O)c3ccc(OC)c(OC)c3)CC2)cc1,7,-3,4,-2,1,-26,6,19,0.8
CCn1c2ccccc2c2cc(NC(=O)CSc3nnc(-c4ccc(OC)c(OC)c4)n3N)ccc21,11,-6,2,-5,7,-12,-1,6,0.9
CON1C(=O)CN(C(C)=O)C1c1ccc(Cl)cc1Cl (stereo not drawn),6,-9,-2,5,-3,-11,6,-52,1.5
Cc1ccc(CN2CCN(C(=O)C3CCC3)CC2)cc1,1,-3,0,-5,0,-22,10,.,.
Cc1cccc(OCC(=O)Nc2ccc(N3CCN(C(=O)c4ccco4)CC3)cc2)c1,0,-12,13,-10,.,-15,-3,44,0.6
CCOC(=O)N1CCC(c2cc(=O)n3[nH]cc(C(=O)OC)c3n2)CC1,4,-14,0,-1,16,5,3,62*,0.4
CCOC(=O)c1c(C)[nH]c(C=Nc2ccccc2)c1O,16,-2,-3,1,8,-12,-9,-13,1.1
CCn1c(COc2ccccc2)nnc1SCC(=O)Nc1cc(C)ccc1OC,9,-14,-4,6,15,-10,2,-108,2.1*
COc1cnn(-c2cc(Oc3ccc(C)cc3)ncn2)c(=O)c1Cl,0,-7,-8,6,.,23,-1,7,0.9
Cc1ccc(Oc2ccc(N)cc2)cc1,4,-9,-12,9,9,0,-6,29,0.7
COc1ccc2c(c1)C(C1C(=O)CCCC1=O)c1ccccc1O2 (stereo not drawn),2,-6,0,6,.,-2,-11,64*,0.4
O=C(Nc1ccccc1)N(CCc1ccncc1)C1CCCCC1,-2,-21,6,-9,8,-3,1,.,.
Cc1ccccc1C(=O)c1cccn1CC(=O)N1CCCCCC1,4,-11,-8,5,2,0,-3,32,0.7
O=c1c(Cc2ccccc2)c(O)nc2n1CCCS2,6,-14,-1,2,4,5,-1,-9,1.1
Cc1cccc(NC(=O)C2CCN(S(=O)(=O)c3cccc4cccnc34)CC2)c1,.,-6,8,-9,-2,-7,.,-180,2.8*
S=C(NCCc1ccccc1)NC1CCCCCC1,4,-16,6,-3,.,3,1,31,0.7

# Limited to CYP2C9 inh (5 entries from above):
mol	CYP2C9 inh
N#CCC(CNc1ncc(C(F)(F)F)cc1Cl)OC(=O)c1ccc(Cl)cc1Cl (stereo not drawn)	50*
O=c1cc(N2CCc3ccccc32)[nH]c(=O)n1-c1ccc(Br)cc1	-5
O=C1CC(c2ccccc2)CN1C(=O)c1ccccc1 (stereo not drawn)	-10
O=c1c(Cc2ccccc2)c(O)nc2n1CCCS2	-9
Cc1nc(CS(=O)c2ccccc2)cc(N2CCOCC2)n1 (stereo not drawn)	9

# (more compounds)
SMILES,Rev-RRE block,PLK1 inh,LYP inh 2,LYP act,Candida biofilm,PLK1 PBD inh,EphB4 ephrin blk,CYP2C9 inh,CYP2C9 activ
CCOC(=O)C1CCN(C(=O)C2c3ccccc3C(=O)N(C)C2c2ccc(OC)cc2)CC1 (stereo not drawn),2,3,-4,8,3,-1,-3,-4,1
Cc1ccccc1-n1nnc2c(=O)oc3ccccc3c21,10,-15,4,0,5,-8,-1,6,0.9
Cc1cc(C(=O)N2CCN(C/C=C/c3ccccc3)CC2)no1,1,-3,3,-8,11,-4,11,41,0.6
CCC(C)NC(=O)c1c(N)n(/N=C/c2cccnc2)c2nc3ccccc3nc12 (stereo not drawn),-2,1,8,-9,8,19,-6,6,0.9
CC(=O)Nc1cccc(NC(C)=O)n1,9,-12,-2,1,-2,-3,6,.,.
CCOC(=O)C1CCCN(C(=O)c2cc(=O)c3ccccc3o2)C1 (stereo not drawn),0,-3,-1,8,10,-16,3,-23,1.2
Clc1ccc(C=NC23CN4CN(CN(C4)C2)C3)cc1,6,-12,-7,6,4,18,2,1,1
CCCn1nnc(NC(=O)c2ccc(Br)o2)n1,5,-5,-2,5,3,-4,-6,36,0.6
Cc1cccc(C(=O)Nc2oc(-c3ccccc3)cc2C#N)c1,5,-3,0,4,7,-6,3,19,0.8
COc1cccc(OCC(O)CN(CCO)Cc2ccccc2)c1 (stereo not drawn),6,-10,-6,6,.,9,7,29,0.7
CC(CN1CCOCC1)OC(=O)c1ccccc1Br (stereo not drawn),-2,0,-7,4,-1,11,-1,-6,1.1
CCc1c(C)nc2cc(-c3cc(OC)cc(OC)c3)nn2c1N1CCN(CCN2CCOCC2)CC1,0,-12,-6,7,1,-14,-3,.,.
